Compound activity from PubChem.
mcGAS MS inh – mouse cGAS inhibition by mass spec; inhibition, % at 12.5 µM; recombinant mouse cGAS, cGAMP by RapidFire MS; AID 1259397; 130,000 compounds, 0.18% hits;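 active = inhibition of cGAS enzyme activity at or above 60%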;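 note: enzyme stimulated by 45 bp dsDNA with ATP and GTP substrates; cGAMP share of summed cGAMP plus half ATP and half GTP signals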
Target sequence (Q8C6L5 whole entry, looked up): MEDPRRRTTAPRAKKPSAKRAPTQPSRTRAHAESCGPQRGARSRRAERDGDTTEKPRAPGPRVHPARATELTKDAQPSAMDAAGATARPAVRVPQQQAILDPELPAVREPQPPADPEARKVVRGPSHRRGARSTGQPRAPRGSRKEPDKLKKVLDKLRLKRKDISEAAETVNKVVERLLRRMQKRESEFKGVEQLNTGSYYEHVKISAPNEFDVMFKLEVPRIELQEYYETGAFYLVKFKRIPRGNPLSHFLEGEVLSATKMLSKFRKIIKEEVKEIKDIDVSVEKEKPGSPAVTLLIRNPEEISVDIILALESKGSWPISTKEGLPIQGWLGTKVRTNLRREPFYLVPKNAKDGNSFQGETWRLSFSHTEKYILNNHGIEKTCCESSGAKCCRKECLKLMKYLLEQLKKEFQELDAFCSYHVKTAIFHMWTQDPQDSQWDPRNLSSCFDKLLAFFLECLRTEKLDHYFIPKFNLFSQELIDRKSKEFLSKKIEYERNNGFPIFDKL
The depositor's hits bear a star; & = joins results of further samples.

SMILES | mcGAS MS inh
COc1ccc(CC(=O)Nc2cc(C)c3c(=O)oc4ccccc4c3n2)cc1OC | -5
CCCCN(CC(=O)N1CC(=O)N(c2cccc(Cl)c2C)C1)C(=O)c1ccc(F)cc1 | -2
Cc1nc(-c2ccc(-n3ccnc3-c3ccc4onc(C)c4c3)cc2)n[nH]1 | -12
COc1ccc(CNC(=O)c2cn(Cc3ccccn3)c(=O)s2)cc1 | -2
CC(C(=O)Nc1cc(Cl)ccc1C#N)N1C(=O)c2ccccc2S1(=O)=O (centres undefined) | -9
Cn1cc(CN2CCC2(C)C(=O)NCc2ccccn2)c2ccccc21 (centres undefined) | -6
COc1ccc(Cc2n[nH]c(Cc3ccccc3)n2)c(OC)c1 | -14
CCOC(=O)N1CCC(NC(=O)C2CCC(=O)N(Cc3ccccc3F)C2)CC1 (centres undefined) | -5
Cc1cc(C)n2nc(C(=O)NCC(C)N3CCCC(C)C3)nc2n1 (centres undefined) | -20
Cc1ccoc1C(=O)N1CCc2c([nH]c3ccccc23)C1CC(C)C (centres undefined) | -5
Cc1ccc(N2C(=O)NC(NC(=O)C(C)(C)C)(C(F)(F)F)C2=O)cc1C (centres undefined) | -4
COc1ccc(CN(Cc2cccc(F)c2)C(=O)c2ccc(=O)[nH]c2)cc1 | -9
CC(C)(C)NC(=O)NCC1CN(c2ccccc2)C(=O)O1 (centres undefined) | -11
CCOC(=O)C1(CCCc2ccccc2)CCN(Cc2cnc(SC)nc2)CC1 | -1
c1cncc(OCCCNC2CCC3(CCNCC3)CC2)c1 | 6
Cc1ccccc1-c1ncc(CN2CCC(O)(CO)CC2)cn1 | -15
Cc1ccc(C2NC(=O)Nc3c2c(=O)[nH]c(=O)n3C)o1 (centres undefined) | -4
CCCCCn1nc(C)c2c(C)cc(=O)[nH]c21 | -6
COc1ccc(C)cc1NC1CCCN(C(=O)c2ccc([N+](=O)[O-])cc2)C1 (centres undefined) | 3
CCOC(=O)Cn1cnc2c(nnn2-c2ccc(OC)cc2)c1=O | 3
Cc1nn(-c2ccc(F)cc2)c(Cl)c1C(=O)OC(C)C#N (centres undefined) | -4
COc1cc(C#N)ccc1OCCCC(=O)Nc1ccc(C)cn1 | 2
Cc1cc(C)n2nc(Nc3ccccc3)c(C(N)=O)c2n1 | 18
Cc1cc(NC(=O)Cn2c(-c3ccccc3)c(C)sc2=O)on1 | -11
Clc1ccc2c(c1)CN(Cc1ccc3c(c1)OCO3)CO2 | -33
COc1ccc([C@@H]2CC(=O)c3c(O)cc(O)cc3O2)cc1O | 0
Cc1c(Cl)cccc1NC(=O)N(C)Cc1ccsc1 | -3
CP(=O)(Nc1cc(Cl)ccc1Cl)c1nc2c(s1)CCCC2 (centres undefined) | -11
Cc1nc2n(c(=O)c1C)C(CC(=O)N1CCOCC1)CS2 (centres undefined) | -6
Cc1cc2nc(N3CCN(C(=O)NC4CCCCC4)CC3)c3ccccc3n2n1 | -7

2 of the compounds above, as tab-separated lines.
compound	mcGAS MS inh
Cc1cc(NC(=O)Cn2c(-c3ccccc3)c(C)sc2=O)on1	-11
Cc1cc2nc(N3CCN(C(=O)NC4CCCCC4)CC3)c3ccccc3n2n1	-7

Additional results.
SMILES | mcGAS MS inh
O=C(C=Cc1ccc(Cl)cc1)Nc1cc2c(cc1Cl)OCO2 | -3
CCOc1ccc2c(c1)C=C(C(=O)NS(=O)(=O)c1ccc(Cl)s1)CO2 | 3
CCOc1ccccc1-n1c(=O)[nH]c2c(C(N)=O)nc(-c3ccco3)nc21 | 0
O=C(NCC(F)(F)F)C1CCCN1C(=O)c1[nH]c2ccccc2c1Cl (centres undefined) | 11
Cc1ccc(Oc2ncccc2CNC(=O)CC(C)n2ccnc2)cn1 (centres undefined) | 0
O=C(c1ccco1)N1CCN(c2ccc([N+](=O)[O-])cc2)CC1 | -4
CCC1CCC(N(CCCS(N)(=O)=O)C2CC2)CC1 (centres undefined) | -13
O=C(Nc1ccccn1)c1ccc(S(=O)(=O)Nc2ccccc2F)cc1 | -4
CC1(C)S[C@@H]2[C@H](NC(=O)Cc3ccccc3)C(=O)N2[C@H]1C(=O)O | -1&0&3
CC(C)c1nc(CCOc2ccccc2)n(-c2ccccn2)n1 | -6
CCCCc1oc2ccccc2c1C(=O)c1cc(I)c(OCCN(CC)CC)c(I)c1 | -9&-3&4&10
CCc1cc2c(=O)[nH]cnc2s1 | -13&-11
OCC1CCCN(c2nc3cc4c(cc3cc2CNCCc2c[nH]c3ccccc23)OCO4)C1 (centres undefined) | -4
CCC(C)[n+]1c(C)cc(C=C2Sc3ccccc3N2C)cc1C (centres undefined) | -5
COc1c2c(c(OC)c3occc13)OC1(CCN(C(=O)c3cccc(F)c3)CC1)CC2=O | -12
COc1cc(Cn2nc(C3CC3)c3cnn(-c4cccc(Cl)c4)c3c2=O)cc(OC)c1 | 0
Cc1nc(N2CCCC2C(N)=O)c2c3c(sc2n1)CCCCC3 (centres undefined) | -1
Cc1ccc(S(=O)(=O)C(C#N)=Cc2ccc(N3CCOCC3)cc2)cc1 | -4
CC1(C)CC2CC(C)(CN2C=CC(=O)C(F)(F)F)C1 (centres undefined) | -4
CCOC(=O)C1(Cc2cccc(F)c2)CCN(C2CCOCC2)CC1 | 1&9
COC(=O)C(c1ccccc1)N1CCC(O)(c2ccc(C)cn2)CC1 (centres undefined) | -24
CCCCn1c(=O)[nH]c(=O)c2c1nc(CSc1nccn1C)n2C | -5
Cc1cc(C)cc(C(=O)Nc2ccccc2NS(C)(=O)=O)c1 | -16
CN1CCN(c2nc(-c3ccc([N+](=O)[O-])cc3)cs2)CC1 | -2
COc1ccccc1-n1cc(CN2CCCC(CNC(=O)c3cc(C)on3)C2)cn1 (centres undefined) | -5&-4
Cc1cc(NC(=O)CSc2nc3ncccc3c(=O)n2Cc2ccccc2Cl)n[nH]1 | -6
N#CC1(C(=O)Nc2ccccc2Br)CCCC1 | -2
COCC(=O)N1CCC(Oc2ccc(C(=O)NCC3COc4ccccc4O3)cc2)CC1 (centres undefined) | 1
c1nc(CSc2nnc(C3CC3)s2)cs1 | 3
Cc1noc(C)c1CN1CCN2C(C(=O)NCCc3ccccc3)=COC2=NC1=O | -12
Cc1cc(C(=O)N2CC=CC2C(C)C)cc(S(N)(=O)=O)c1C (centres undefined) | -17
O=C(CSc1nnc2n1CCCCC2)Nc1ccnn1C1CCCC1 | -2
CC(C)(C)OC(=O)N1CCCC(C(=O)NC2CCCN(c3ncnc4sccc34)C2)C1 (centres undefined) | 4
Cc1cc(C)c2nc(C(F)(F)F)nc(N3CCN(CCO)CC3)c2c1 | -6
Cc1nc(Nc2ccc3c(c2)OCCO3)c2cnn(CCc3ccccc3)c2n1 | -30
O=C(Nc1ccc2c(c1)CN(S(=O)(=O)N1CCCC1)CC2)c1ccccc1Cl | -2
O=C(COc1cnc2ccccc2n1)Nc1ccc(Br)cc1F | -4
Cn1c(=O)[nH]c(=O)c2c1nc(NC1CCCC1)n2Cc1ccccc1 | 1
O=C(NCC(=O)N1CCCC1)c1ccc(S(=O)(=O)Nc2ccc(Cl)cc2)cc1 | -6
c1ccc(-n2c(SCc3nc4ccccc4o3)nnc2C2CC2)cc1 | 10
O=c1c(Cl)c(Cl)cnn1-c1ccc(N2CCOC(c3ccccc3)C2)c(Cl)c1 (centres undefined) | -2
Cc1ccc(-n2ncc3c(=O)n(NC(=O)C(C)C)cnc32)cc1 | 0
Clc1ccc(C2=Nn3c(nnc3C3CCCCC3)SC2)c(Cl)c1 | -9
COC(=O)c1cc(CNC(C)c2ccc(Cl)c(Cl)c2)c[nH]1 (centres undefined) | -34
CSCCC1NC(=O)c2ccccc2N(CC(=O)NN(C)c2ccccc2)C1=O (centres undefined) | -2
CCOc1ccccc1C1c2c(-c3ccccc3)noc2N=C(N)C1C#N (centres undefined) | -9
Oc1[nH]c2c(Br)cc(F)cc2c1N=NC(=S)NCC1CCCO1 (centres undefined) | -7
CCCN(CCC)c1cccc(C(=O)O)n1 | -1
CC(=CC(=O)C(F)(F)F)N1CCN(C(=O)c2ccco2)CC1 | -12
COc1cc(C)c(Cl)c(C)c1S(=O)(=O)NCc1ccc2c(c1)OCO2 | -9

A few values from the results shown.
CCOC(=O)Cn1cnc2c(nnn2-c2ccc(OC)cc2)c1=O | mcGAS MS inh = 3
Cc1nc(Nc2ccc3c(c2)OCCO3)c2cnn(CCc3ccccc3)c2n1 | mcGAS MS inh = -30
N#CC1(C(=O)Nc2ccccc2Br)CCCC1 | mcGAS MS inh = -2
CCC1CCC(N(CCCS(N)(=O)=O)C2CC2)CC1 (centres undefined) | mcGAS MS inh = -13
CSCCC1NC(=O)c2ccccc2N(CC(=O)NN(C)c2ccccc2)C1=O (centres undefined) | mcGAS MS inh = -2
Cc1cc2nc(N3CCN(C(=O)NC4CCCCC4)CC3)c3ccccc3n2n1 | mcGAS MS inh = -7

(list continues)
SMILES | mcGAS MS inh
CN1CCN(c2ncccc2CNC(=O)c2cc(=O)c3ccccc3[nH]2)CC1 | -6
CCc1ccc(-c2nccn2-c2ccc(OC)nc2)nc1 | 9
Cc1cc(Br)c2[nH]c(=O)cc(C(=O)OC(C)C)c2c1 | 3
FC(F)n1ccnc1CNc1cc(Cl)ccc1Cl | -5
O=C1OC(c2ccccc2F)=N/C1=C\c1coc2c(Cl)cc(Cl)cc2c1=O | -10
CCN1CCN(S(=O)(=O)N2CCOC3(CNCCOC3)C2)CC1 (centres undefined) | -12
Nc1nnc(CCn2cnc3sc4c(c3c2=O)CCNC4)s1 | 0
CCCNC(=O)CSc1nnc(SCc2ccccn2)s1 | -10
CN(C)C(=N)c1n[nH]nc1SCc1ccc(Cl)c(Cl)c1 | -26
C/C(=N/OCCCN(C)C)c1ccc(SC(C)C)cc1 | -2
CC1CCC(NC(=O)NCc2ccc(-n3cccn3)nc2)CC1 (centres undefined) | -3
CCc1noc(C)c1C(=O)Nc1ccc(Cl)cc1F | -6
CC1(c2ccco2)NC(=O)N(Cc2nc(-c3cccs3)no2)C1=O (centres undefined) | -30
O=C(C1CCOCC1)N1CCC(c2cc(Cc3ccccc3)[nH]n2)CC1 | -9
CN(C)c1ccc(NC(=O)c2cn(C)c3c(=O)n(-c4ccccc4)c(=O)[nH]c23)cc1 | -23
CC(Cc1cccnc1)NC(=O)c1cc(Cn2cnc3ccccc32)on1 (centres undefined) | -10
COc1cccc(-c2ccc3c(c2)N(Cc2ccc4c(c2)OCO4)C(=O)C(C)S3)c1 (centres undefined) | -12
Cc1cc(Nc2cccc(=O)[nH]2)n(-c2ccc(Cl)c(Cl)c2)n1 | 4
CNC(=O)Cn1nc(C)c2cnn(-c3ccc(F)cc3)c2c1=O | -10
O=C(NCc1cccnc1N1CCOCC1)c1cccc2nccnc12 | -6

Pulled by compound from the list above, 6 records:
SMILES | mcGAS MS inh
Cc1cc(Nc2cccc(=O)[nH]2)n(-c2ccc(Cl)c(Cl)c2)n1 | 4
CCc1noc(C)c1C(=O)Nc1ccc(Cl)cc1F | -6
O=C(C1CCOCC1)N1CCC(c2cc(Cc3ccccc3)[nH]n2)CC1 | -9
O=C(NCc1cccnc1N1CCOCC1)c1cccc2nccnc12 | -6
CC1CCC(NC(=O)NCc2ccc(-n3cccn3)nc2)CC1 (centres undefined) | -3
CC1(c2ccco2)NC(=O)N(Cc2nc(-c3cccs3)no2)C1=O (centres undefined) | -30

More compounds.
SMILES | mcGAS MS inh
Cc1cn2c3c(=O)n(Cc4ccccc4F)c(=O)n(C)c3nc2n1C | -1
Cc1noc(C)c1N=Cc1ccc(F)c(F)c1 | -2
COc1ccc(CN2CCNC(=O)C2CC(=O)NCc2ccccn2)c(F)c1 (centres undefined) | -8
CCCCN1C(=O)CC(C(=O)OCc2cc(=O)n3nc(CC)sc3n2)C1c1ccc(OC)cc1 (centres undefined) | -1
C=CCNC(=O)CSc1ncnc2c1nnn2C | -3
COc1ccc(CN2CCN(S(=O)(=O)Cc3ccccc3)CC2)cc1OC | 1
O=C(O)CCN(CCc1ccccc1)c1nc(-c2cccc(Br)c2)nc2ccccc12 | -3
O=C(Cc1ccc2c(c1)CCO2)Nc1cccc(Br)c1 | -6
Cc1nn(C)c(Cl)c1/C=C/C(=O)N1CCCC1CCc1ccccc1 (centres undefined) | -13
CNC(=O)CN(C)S(=O)(=O)c1ccc(C)cc1Cl | -15
COc1ccc(N(C(=O)Cc2ccccc2)S(=O)(=O)c2ccc(Cl)cc2)cc1 | -11
C[N+](C)(C)CCO | -12&-6
Cc1nccc(-c2cccc(NC(=O)c3ccc(NC(C)C)nc3)c2)n1 | 2
CC(=O)N1CCCn2nc(C(=O)N(C)CCSc3ccccc3)cc2C1 | -18
CC(Oc1ccccc1)C(=O)OCC(=O)NC1CCCC1 (centres undefined) | -10
Cc1ccc(C(=O)NCc2cccnc2N(C)C2CCCCC2)cn1 | -11
CCOc1ccc(NC(=O)c2ccc(-c3ccc4c(c3)C(O)CC3(CCN(C)CC3)O4)cc2)cc1 (centres undefined) | 2
CCOC(=O)CC1(NC(=O)C(C)Oc2ccc3c(c2)OCO3)CCCCC1 (centres undefined) | -6
Cc1ccc(S(=O)(=O)Nc2cc(F)ccc2N2CCCCC2)cc1 | -4
C=CCn1c(N)c(C(=O)OC)sc1=S | -3
Cc1cc(CSc2ncccc2C(=O)NC2CCCCCCC2)no1 | -4
O=C(NCCN1CCOCC1)c1cccc(S(=O)(=O)Nc2ccccc2F)c1 | -5
O=C(NCCSc1ccc(Cl)cc1)c1ccc2c(c1)OCO2 | -4
Nc1nc(SCc2nc3sc4c(c3c(=O)[nH]2)CCCC4)n[nH]1 | 19
COC(=O)c1cc(=O)nc2sc(-c3cccs3)nn12 | -5
COc1cc(C)c(CS(=O)(=O)CC(=O)N2CCCCC2)cc1OC | -5
CN(CC(=O)Nc1cccc2ccccc12)c1cn[nH]c(=O)c1Br | -4
Nc1nncn1C(=O)c1ccc(Br)o1 | 82*
C/C(=N\NC(=O)C1CCCO1)c1cc2cc(Cl)ccc2o1 (centres undefined) | -6
COc1cccc(NC(=O)C2(C)CCN2C(=O)CCC2CCCC2)c1 (centres undefined) | -15
O=C(NC1CC1)C(Oc1ccc(Br)cc1Br)c1ccc(F)cc1 (centres undefined) | -11
COCCn1c(SCC(=O)Nc2cccc3ccccc23)nc2c(c1=O)SC(C)C2 (centres undefined) | -8
CCOc1c(Cl)cccc1NC(=O)N(C)Cc1nc(C)cs1 | -6
CCOC(=O)c1nc(NC(=O)C2C(C(=O)O)C2(C)C)sc1C (centres undefined) | -28
Cc1cc(N2C(=O)CSC2c2cccnc2)ccc1Br (centres undefined) | -9

An excerpt; the hit share may differ from the screen's.
